Screening results (PubChem)
GLP1R ag – agonists of human GLP-1 receptor; P43220; HEK293 GLP-1R CRE-luciferase, luminescence, 4-6 h; cells express a hypersensitive GLP-1R form; Potency, µM (titrated, usually from 45.6 µM), for the others: top-dose activation, actives largely listed as activators; actives 0.007% (n = 380,000); also: potency is read from the fitted curve at half-maximal effect; % of control where 0% means no effect
Target sequence (P43220 whole entry, looked up): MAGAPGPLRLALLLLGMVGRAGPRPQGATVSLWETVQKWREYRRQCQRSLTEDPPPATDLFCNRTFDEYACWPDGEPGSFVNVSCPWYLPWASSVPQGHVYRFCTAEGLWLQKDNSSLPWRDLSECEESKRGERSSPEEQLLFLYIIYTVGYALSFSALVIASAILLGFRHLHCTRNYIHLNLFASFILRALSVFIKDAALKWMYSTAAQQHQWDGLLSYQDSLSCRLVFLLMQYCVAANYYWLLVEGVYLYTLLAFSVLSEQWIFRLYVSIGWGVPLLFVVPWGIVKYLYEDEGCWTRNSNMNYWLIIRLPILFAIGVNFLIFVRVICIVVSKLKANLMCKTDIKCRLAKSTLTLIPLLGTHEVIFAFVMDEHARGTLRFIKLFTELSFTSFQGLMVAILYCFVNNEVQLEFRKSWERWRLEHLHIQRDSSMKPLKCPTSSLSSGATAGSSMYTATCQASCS
EPAC1 agonist – EPAC1 (human) agonism; EPAC1 agonist qHTS, biochemical assay; response scale: 100% = response to 6.5 mM cAMP; Potency, µM (titrated, usually from 154 µM), for inactives: at the highest dose activation, usual class: activators; actives 0.073% (n = 360,000); also: potency is read from the fitted curve at half-maximal effect; nearly all actives have a fitted effect of over 60% in size
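Normalized to 6.5 mM cAMP, activity reflects EPAC1-catalysed release of BODIPY-GDP from Rap1B, followed kinetically over 30 min at 480 nm excitation, 540 nm emission. Reaction contained 100 nM EPAC1, 250 nM Rap1B-BODIPY-GDP, 50 uM GDP.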
PTHR1 ag – PTHR1 (human) receptor agonism | Q03431 | HEK293 GP2 PTHR1 cells, GloSensor cAMP luminescence, 1 h | Potency, µM (highest dose often 115 µM), for inactives: at the highest dose activation, most hits filed as activators | actives 0.075% (n = 410,000) | AID 743266; also: potency is read from the fitted curve at half-maximal effect; nearly all actives have a fitted effect of over 55% in size; some results filed as inactive show a strong effect at the top dose; inactives centre near -15; many of its hits are not listed in these tables
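HEK-293-derived GP2 cells expressing PTHR1 and a GloSensor cAMP reporter, 3,000/well, plated overnight, given luciferin plus IBMX (each 0.5 mM as added) for 1 h at 37 °C, then compound for 1 h at 37 °C. Luminescence was read after 15 min at room temperature.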
PLK1 PBD block – PLK1 (human) polo-box domain binding inhibition. AID 720504. P53350. Potency, µM, inactives show max response, negative = inhibition, hits mostly inhibitors. Plk1 PBD binding of FITC phosphopeptide, fluorescence polarization. actives 2.8% (n = 360,000); also: potency is read from the fitted curve at half-maximal effect; series mostly up to about 57 µM; % is scaled to controls: 0 for no effect and ±100 for the full control effect; nearly all actives have a fitted effect of over 65% in size
GLP1R cytotox – cytotoxicity counter-screen for GLP-1 receptor inverse agonists | HEK293 cAMP-luciferase reporter cells, luminescence, 24 h | Potency, µM (top dose mostly 38.3 µM), for the others: top-dose activity change, negative = inhibition, usual class: inhibitors | actives 0.13% (n = 410,000);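 also: loss of luciferase light is scored as toxicity; potency is read from the fitted curve at half-maximal effect; % is scaled to controls: 0 for no effect and ±100 for the full control effect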
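1536-well qHTS counterscreen of the MLSMR; 200 cells/uL, 12 h pre-incubation, 23 nL cpd, 24 h at 37 deg C 5% CO2, luciferase detection reagent, 12 min RT, luminescence. Inhibition = undesired.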
PI5P4K alpha inh – blocks human PI5P4K alpha kinase activity; actives 1.2% (n = 330,000); PI5P4Kalpha enzyme, ADP-Glo luminescence, 60 min; hits give low values; max response, %; P48426; active = max response of -50% or lower; inconclusive = between -30% and -50%; inactive = -30% or higher; also: value at the top dose of about 77 µM; % is scaled to controls: 0 for no effect and ±100 for the full control effect
Target sequence (P48426 whole entry, looked up): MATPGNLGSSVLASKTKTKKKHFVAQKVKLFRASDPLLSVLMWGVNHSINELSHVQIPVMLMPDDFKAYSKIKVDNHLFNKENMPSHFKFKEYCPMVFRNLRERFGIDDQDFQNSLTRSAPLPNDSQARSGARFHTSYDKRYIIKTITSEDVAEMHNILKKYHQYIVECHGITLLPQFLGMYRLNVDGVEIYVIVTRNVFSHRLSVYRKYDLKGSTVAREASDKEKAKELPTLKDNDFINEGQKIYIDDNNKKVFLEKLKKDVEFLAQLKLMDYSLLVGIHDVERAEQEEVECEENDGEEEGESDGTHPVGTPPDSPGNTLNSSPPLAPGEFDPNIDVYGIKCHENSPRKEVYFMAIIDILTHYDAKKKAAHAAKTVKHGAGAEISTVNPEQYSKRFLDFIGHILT
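ADP-Glo luminescence end-point after a 60 min room-temperature kinase reaction. PI5P4Kalpha and substrate in HEPES pH 7.4 buffer with EGTA, 0.1% CHAPS and 5% DMSO; ATP at 5 microM final.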
IL2 activator – activates IL-2 in a cell-based reporter assay | IL-2 activation reporter assay, cell-based qHTS; stimulated with anti-CD3/CD4/CD28 beads; in transgenic mouse T cells | activation, % (series mostly up to about 46 µM) | actives 0.065% (n = 360,000) | AID 652025; in the data active = activation above about 50%; inconclusive = mostly about 30% to 49%; also: 0% is about no effect
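Unstimulated transgenic mouse T cells; 60-min compound exposure; bead-based TCR/CD4/CD28 stimulation; 18 h culture, 37 degrees C; dual fluorescence (EGFP, DsRed) plate cytometry.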
EPAC1 antag – antagonists of human EPAC1; Potency, µM (doses to about 115 µM), for inactives: at the top dose activity change, negative = inhibition, actives largely listed as inhibitors; AID 720709; O95398; EPAC1 GEF assay, Rap1b-BODIPY-GDP exchange fluorescence; actives 0.14% (n = 360,000);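 also: potency is read from the fitted curve at half-maximal effect; plate controls were vehicle for no effect and positive control for full effect; nearly all actives have a fitted effect of over 50% in size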
GLP1R inv ag – acts as inverse agonist at human GLP-1 receptor | AID 624417 | Potency, µM (top dose mostly 38.3 µM), without a hit: at the highest dose activity change, negative = inhibition, actives largely listed as inhibitors | HEK293 GLP-1R CRE-luciferase, luminescence, 24 h; GLP-1R form is constitutively active | P43220 | actives 1.6% (n = 410,000); also: potency is read from the fitted curve at half-maximal effect; % is scaled to controls: 0 for no effect and ±100 for the full control effect; nearly all actives have a fitted effect of over 55% in size
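Stable HEK293 clone (constitutively active GLP-1R + cAMP-response luciferase); 200 cells/uL plated, 12 h pre-culture, compound 24 hr, 37 deg C/5% CO2; detection reagent 12 min RT; luminescence.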
* hit, by the source's call; i = inactive; ? = inconclusive; / = no result given; [ ] = dose if it differs, or a comment. Unless noted, calls follow the shape of the dose curve; as a rule, active = well fitted curve in the direction sought with a large enough effect; inconclusive = small, poorly fitted or top-dose-only effect, or another doubt; inactive = no such curve, though single readings can be large; an effect the other way counts as inactive or inconclusive.

SMILES	GLP1R ag	EPAC1 agonist	PTHR1 ag	PLK1 PBD block	GLP1R cytotox	PI5P4K alpha inh	IL2 activator	EPAC1 antag	GLP1R inv ag
COc1ccc(-c2noc(-c3ccccc3Cl)n2)cc1OC	13%	16%	-55%[inhibitor][57.5 µM]	6%	6%	/	0.8	12%	0%
N#Cc1cc(-c2ccccc2)oc1/N=C/c1ccccc1O	-10%	17%	i	-17%	5%	3	-1.9	-18%	15%
Cc1cc(=O)oc2cc(OC(C)C(=O)N3CCCc4ccccc43)ccc12 (stereo not given)	-2%	11%	-1%	-15%	-8%	-8	-0.8	-22%	1%
CC(C)(Sc1cc(C(C)(C)C)c(O)c(C(C)(C)C)c1)Sc1cc(C(C)(C)C)c(O)c(C(C)(C)C)c1	9%	-17%	-8%	-16%	-2%	21	-0.1	6%	2%
Cc1ccc(NS(=O)(=O)c2ccc(-c3ccc(=O)[nH]n3)o2)cc1N(C)C	0%	0%	?	-14%	8%	-2	-0.9	-5%	34%[activator]
COc1ccc(NCc2cccn2-c2nnc(N3CCOCC3)s2)c(OC)c1	-1%	/	i	/	-10%	/	/	/	11%
COc1ccccc1-c1cn[nH]c1-c1ccc(OCc2ccc([N+](=O)[O-])cc2)cc1O	11%	3%	-13%	9%	1%	23	-2.3	-11%	-6%
CCCc1nc2c([nH]1)c(=O)n(C)c(=O)n2C	15%	-7%	?	-11%	3%	-1	-0.6	5%	1%
CCc1ccc(/C=C2\SC(=S)N(CCCC(=O)NC3=NCCS3)C2=O)cc1	5%	3%	-7%	-11%	6%	-4	-2.7	1%	-5%
Cc1ccc2nc(-c3ccc(Cl)cc3)c(Cc3ccccn3)n2c1	19%	8%	-45%[inhibitor]	-17%	-16%	-6	0.4	-3%	?
O=C(Cn1nc(-c2ccccc2)ccc1=O)NCC1COCCO1 (stereo not given)	1%	1%	i	0%	3%	/	-1.6	-6%	0%
Cn1c(CO)cnc1SCc1ccc(Cl)cc1	22%	-2%	i	2%	0%	7	0.0	7%	-9%
CC(=O)NNc1nc(-c2ccccc2)cs1	-1%	-3%	i	?	-18%	-10	0.0	8%	-9%
O=C(NC1CCCCC1)C(Cc1ccccc1)NS(=O)(=O)c1cccs1 (stereo not given)	-3%	5%	-4%	-8%	-7%	/	-0.2	4%	0%
Cc1ccccc1C(=O)c1cccn1CC(=O)NC(C)c1ccccc1 (stereo not given)	1%	-8%	i	0%	1%	-1	-0.7	?	?
Cc1nnc(SCC(=O)NNC(=O)c2ccccc2)n1Cc1ccccc1	-1%	-1%	i	2%	-14%	0	-2.0	-1%	0%
CC(C)c1ccccc1NC(=O)CSc1n[nH]c(=O)n1C1CC1	-5%	1%	-12%	0%	?	-8	0.4	8%	-12%
O=C(Nc1cccc(Br)c1)Oc1cccc2cccnc12	-4%	-5%	-20%	-23%	-12%	16	-0.8	-13%	-12%
c1ccc(N2CCN(c3nc(-c4cccs4)nc4ccccc34)CC2)cc1	11%	1%	i	9%	4%	15	1.0	6%	?
CCOC(=O)/C(=C\c1ccc(OC(F)F)cc1)C1=Nn2c(nnc2-c2ccc(Cl)cc2)SC1	-18%	-20%	-53%[inhibitor]	?	-13%	4	-0.8	?	?
CSCCC(NC(N)=O)C(=O)NCC1CCCCC1 (stereo not given)	24%	0%	-9%	-8%	11%	5	-0.2	0%	19%
CC(C)(C)NC(=O)CN(C(=O)CS(=O)CC(=O)Nc1ccc(F)cc1)c1ccc(F)c(Cl)c1 (stereo not given)	-16%	-4%	-7%[57.5 µM]	-4%	-2%	/	1.5	5%	0%
O=C(CCN1C(=O)c2ccccc2S1(=O)=O)N1CCN(c2cccc(Cl)c2)CC1	11%	18%	-20%	-11%	0%	0	-0.6	-16%	-23%
CCOc1ccc(C(=O)Nc2nncs2)cc1OCC	13%	-3%	?	-14%	14%	/	1.7	13%	0%
CC(C)(C)NC(=S)N/N=C/c1cccnc1	8%	0%	-10%	2%	?	1	-2.7	-7%	?
COc1ccc(NC(=O)CN(C)C(=O)CNC(=O)c2sc3ccccc3c2Cl)cc1	-2%	1%	-24%	5%	2%	2	1.2	5%	6%
CCN(CC)c1ccc(NC(=O)Nc2ccccc2C(F)(F)F)cc1	15%	10%	-31%[inhibitor][57.5 µM]	-7%	?	1	0.1	-18%	-17%
CC(C)N(Cc1ccccc1)C(=O)COC(=O)c1ccc(S(=O)(=O)N2CCOCC2)cc1	1%	-1%	i	2%	-3%	6	0.5	2%	4%
CC1(C(=O)OCC(=O)Nc2ccc(S(=O)(=O)N3CCOCC3)cc2)CC1(Cl)Cl (stereo not given)	2%	4%	-17%	-7%	-8%	-7	2.8	-15%	?
CCOc1c(N2CC(C)OC(C)C2)c(=O)c1=O (stereo not given)	6%	9%	i	1%	6%	10	2.0	-6%	5%

Some of these compounds in order of their number in GLP1R ag, low to high:
Structure	GLP1R ag
CC(C)N(Cc1ccccc1)C(=O)COC(=O)c1ccc(S(=O)(=O)N2CCOCC2)cc1	1%
CCOc1c(N2CC(C)OC(C)C2)c(=O)c1=O (stereo not given)	6%
O=C(CCN1C(=O)c2ccccc2S1(=O)=O)N1CCN(c2cccc(Cl)c2)CC1	11%
CSCCC(NC(N)=O)C(=O)NCC1CCCCC1 (stereo not given)	24%

Returning to the listing with the 5 entries that preceded the break.
SMILES	GLP1R ag	EPAC1 agonist	PTHR1 ag	PLK1 PBD block	GLP1R cytotox	PI5P4K alpha inh	IL2 activator	EPAC1 antag	GLP1R inv ag
COc1ccc(NC(=O)CN(C)C(=O)CNC(=O)c2sc3ccccc3c2Cl)cc1	-2%	1%	-24%	5%	2%	2	1.2	5%	6%
CCN(CC)c1ccc(NC(=O)Nc2ccccc2C(F)(F)F)cc1	15%	10%	-31%[inhibitor][57.5 µM]	-7%	?	1	0.1	-18%	-17%
CC(C)N(Cc1ccccc1)C(=O)COC(=O)c1ccc(S(=O)(=O)N2CCOCC2)cc1	1%	-1%	i	2%	-3%	6	0.5	2%	4%
CC1(C(=O)OCC(=O)Nc2ccc(S(=O)(=O)N3CCOCC3)cc2)CC1(Cl)Cl (stereo not given)	2%	4%	-17%	-7%	-8%	-7	2.8	-15%	?
CCOc1c(N2CC(C)OC(C)C2)c(=O)c1=O (stereo not given)	6%	9%	i	1%	6%	10	2.0	-6%	5%
Cc1cc(NC(=O)CCCn2cnc([N+](=O)[O-])n2)no1	-2%	10%	i	12µM*	3%	?	-2.8	8%	15%
O=C(c1ccc(S(=O)(=O)NCc2ccco2)cc1)N1CCN(Cc2ccc3c(c2)OCO3)CC1	3%	-8%	-20%	?	-9%	4	1.3	6%	?
Cc1ccc(C(=O)NCCN2CCOCC2)cc1S(=O)(=O)N1CCCCC1	-3%	4%	-1%	-4%	-7%	2	-2.4	3%	4%
Clc1ccc(-n2cnc3c(Cl)ncnc32)cc1Cl	11%	1%	-37%[inhibitor]	-2%	2%	11	-2.6	-1%	-4%
CCCOc1nc2c(c(=O)n(C)c(=O)n2C)n1C	4%	-10%	i	?	-15%	-1	3.1	-10%	-13%
CCN1/C(=C/c2ccc3cccc(C)c3[n+]2CC)Sc2ccccc21	-18%	-24%	-9%[57.5 µM]	12%	?	/	54*	-15%	?
Cc1cc(-c2ccccc2)n(-c2ccc(C(=O)N3CCN(c4ncccn4)CC3)cc2)n1	-4%	-6%	-30%[inhibitor]	-10%	39%	1	0.4	-20%	?
COc1ccc(-c2noc(CCC(=O)N3CCN(Cc4ccccc4)CC3)n2)cc1	0%	3%	-22%	-6%	-12%	-5	1.6	-12%	-12%
CC1CCCCN1S(=O)(=O)c1ccc([N+](=O)[O-])cc1 (stereo not given)	2%	6%	i	-13%	4%	-4	1.8	1%	-27%
Cc1cccc(NC(=O)CS(=O)(=O)c2cccc3nsnc23)c1	-7%	/	-49%[inhibitor]	/	2%	/	/	/	-21%

Two compounds picked at random from those above, as already listed:
SMILES	GLP1R ag	EPAC1 agonist	PTHR1 ag	PLK1 PBD block	GLP1R cytotox	PI5P4K alpha inh	IL2 activator	EPAC1 antag	GLP1R inv ag
CCCOc1nc2c(c(=O)n(C)c(=O)n2C)n1C	4%	-10%	i	?	-15%	-1	3.1	-10%	-13%
CCN1/C(=C/c2ccc3cccc(C)c3[n+]2CC)Sc2ccccc21	-18%	-24%	-9%[57.5 µM]	12%	?	/	54*	-15%	?

Going on with the list:
SMILES	GLP1R ag	EPAC1 agonist	PTHR1 ag	PLK1 PBD block	GLP1R cytotox	PI5P4K alpha inh	IL2 activator	EPAC1 antag	GLP1R inv ag
COC(=O)[C@]1(Cc2ccccc2)N[C@H](CN(C)C(=O)C2CCCCC2)[C@@H]2C(=O)N(Cc3ccccc3)C(=O)[C@@H]21	6%	-16%	-24%	-10%	-15%	-4	-0.7	10%	-63%
CCOC(=O)C1=C(C)NC(C)=C(C(=O)OCCNC(=O)c2cccnc2)C1c1cccc([N+](=O)[O-])c1 (stereo not given)	8%	-7%	i	?	-3%	-1	-2.3	6%	4%
CCOC(=O)c1snc(C(=O)NC2CCCCC2)c1N	6%	9%	-21%	-9%	0%	/	3.3	-1%	?
COc1cccc(NC(=O)CN(C2=NC3CS(=O)(=O)CC3S2)c2cccc(C)c2)c1 (stereo not given)	10%	-4%	-7%	-5%	19%	2	-2.7	6%	?
Cc1ccc(-c2c3c(=O)n(C)c(=O)n(C)c3cn2N2CCOCC2)cc1	14%	0%	i	-6%	-2%	1	-0.9	11%	38%[activator]
COC(=O)c1ccc(Oc2ccc(S(=O)(=O)N3CCCCC3)cc2N)cc1	7%	19%	-43%[inhibitor]	-1%	10%	12	-3.2	-24%	-23%
N#C/C(=C\c1ccc(O)c(O)c1)C(=O)N1CCCC1	0%	7%	-24%	-3%	-27%	-17	1.8	9%	19%
O=C(OCC(=O)N1N=C(c2ccc(Cl)cc2)CC1c1ccco1)c1ccco1 (stereo not given)	12%	-6%	-10%	2%	-2%	4	-2.5	1%	?

The list is partial, so the mix of outcomes need not match the whole.
